# Screening data as filed in PubChem.
# HSF1 inh – HSF1 inhibitors in luciferase reporter cells, primary screen, cell-based, NIH3T3, luminescence; NIH3T3-HGL HSE-luciferase, MG132-induced, luminescence 8 h; stronger effect = lower value; activity change, negative = inhibition, % at 7.5 µM (by protocol); AID 2098, 2009; 0.77% of 300,000 active;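 active = more than half of replicate wells show activity change below -50%, luminescence cut by over half; inconclusive = some wells, but at most half, below -50%; inactive = no replicate well below -50%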;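 also: luciferase reports HSF-1 transcriptional activity via heat shock element; 0% = median of DMSO wells and -100% = zero luminescence signal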
# AI-2 QS mod – Vibrio harveyi AI-2 quorum sensing modulators, primary screen, JMH597 strain, luminescence/OD600 ratio; Vibrio harveyi JMH597 AI-2 luminescence/OD600 ratio, 9 h; stronger effect = lower value; strain lacks LuxN and CqsS sensors; 0 = neutral-control median; activity change, % at 7.5 µM; 0.4% of 300,000 active; AID 2094, 2009; in the data active = activity change below about -75%, passing the limit was not always enough; inconclusive = no clear call, values can overlap the other calls;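 also: luminescence divided by OD600 gain over 9 h not by final OD600 alone; inactives centre near 13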
# Platelet DG rel – inhibitors of platelet dense granule secretion, primary screen, cell-based, MLPCN, human platelets; human platelet-rich plasma, SFLLRN dense granule ATP release, luminescence; inhibition, %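 (compounds screened at 7.5 µM in platelet-rich plasma)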; 0.22% of 300,000 active; AID 1663, 2009;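 active = mean replicate score, as percent of positive control, at or above 50; inconclusive = mean below 50 but at least one replicate at or above 50; inactive = mean and every replicate below 50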
# aSyn 5UTR inh – MLPCN primary screen, SNCA 5' untranslated region. AID 1813, 2009. inhibition, % (tested at 7.5 µM). 0.82% of 300,000 active. alpha-synuclein 5'UTR reporter, inhibitor activity; in the data active = inhibition above about 60%; inconclusive = no clear call, values can overlap the other calls;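 also: H4 neuroglioblastoma cells stably carrying SNCA 5'UTR luciferase fusion; 0% = DMSO wells and 100% = positive control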
# HDAC3 inhib – HDAC3 deacetylase inhibitors, primary screen, biochemical, fluorescence, cell-free homogeneous | Histone deacetylase 3 (Homo sapiens), O15379 | recombinant HDAC3, fluorogenic peptide/trypsin coupled | inhibition, % at 8.3 µM | 0.15% of 320,000 active | AID 2718, 2010; in the data active = inhibition above about 26%, passing the limit was not always enough; inconclusive = no clear call, values can overlap the other calls
# Target sequence (O15379 whole entry, looked up): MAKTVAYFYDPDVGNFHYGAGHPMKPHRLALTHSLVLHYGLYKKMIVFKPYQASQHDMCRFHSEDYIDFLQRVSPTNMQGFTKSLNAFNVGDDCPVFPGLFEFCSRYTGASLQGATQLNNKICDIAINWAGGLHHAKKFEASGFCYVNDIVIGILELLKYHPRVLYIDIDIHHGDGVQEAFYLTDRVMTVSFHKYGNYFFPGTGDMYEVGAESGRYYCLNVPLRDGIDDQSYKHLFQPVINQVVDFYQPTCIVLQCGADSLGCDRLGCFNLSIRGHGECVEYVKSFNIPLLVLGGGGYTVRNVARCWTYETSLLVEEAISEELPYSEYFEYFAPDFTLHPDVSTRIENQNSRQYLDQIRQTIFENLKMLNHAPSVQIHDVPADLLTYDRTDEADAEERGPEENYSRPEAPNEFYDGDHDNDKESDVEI
# HSP90 refold inh – HSP90 inhibitors, primary screen, cell lysate, luminescence | Heat shock protein HSP 90 (rabbit reticulocyte lysate; luciferase refolding) | Rabbit reticulocyte lysate, luciferase refolding luminescence, 3 h | inhibition, % at 5.6 µM | 0.91% of 290,000 active;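 active = inhibition above the screen-wide mean plus 3 SD, computed separately per campaign, cut at about 16% in these data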;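 also: 0% = DMSO wells and 100% = 60 µM geldanamycin wells; inhibitors lower the luminescence because luciferase stays unfolded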
# IEC-6 cytotox – cytotoxicity in IEC-6 intestinal epithelial cells, primary screen, cytotoxicity control for KLF5 inhibitor project, cell-based, luminescence; AID 1825, 2009; inhibition, % at 5 µM; IEC-6 cytotoxicity, luminescence viability; 0.78% of 290,000 active; in the data active = inhibition above about 22%;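 also: 0% = plate median of test compound wells and 100% = cytotoxic reference compound wells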
# KLF5 inh – KLF5 expression inhibitors, primary screen, DLD-1 cells, luminescence | 0.23% of 290,000 active | inhibition, % at 5 µM | DLD-1 KLF5 promoter-luciferase reporter;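 active = inhibition above a per-plate limit of that plate's mean compound inhibition plus 3 SD, cut at about 60% in these data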;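 also: 0% = DMSO wells and 100% = LY294002 at 200 µM; higher means less KLF5 promoter-driven luciferase light; inactives centre near -14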
# HSF-1 act – HSF-1 activators, primary screen, NIH3T3-HGL cells, MG132 stress, luminescence, single point. NIH3T3-HGL HSF-1 luciferase reporter, 8 h; 100% = twice DMSO control signal. activation, % at 9 µM. 1.7% of 300,000 active;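 active = mean replicate activation of at least 50% with a set share of replicates each reaching 50%; inconclusive = only one of those two conditions met; inactive = mean below 50% and too few replicates reaching it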;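 also: 0% = median of the neutral control wells and 100% = twice that signal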
# HIF act – HIF pathway transcriptional activators, primary screen, cell-based, U2OS HRE-luciferase, luminescence | U2OS HRE-luciferase reporter; normalized: DMSO 0%, desferrioxamine 100% | activation, % at 7.5 µM (by protocol) | 0.32% of 300,000 active | AID 1910, 2009;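 active = mean activation of at least 10% of the iron chelator positive control signal, with at least half of replicates also reaching 10%; inconclusive = mean and replicate majority disagree about reaching 10%; inactive = mean and most replicates under 10%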
# * marks the source's active call; other numbers are inactive results; u = inconclusive; x = not tested or not shown.
SMILES,HSF1 inh,AI-2 QS mod,Platelet DG rel,aSyn 5UTR inh,HDAC3 inhib,HSP90 refold inh,IEC-6 cytotox,KLF5 inh,HSF-1 act,HIF act
Cc1cc(NC(=O)c2ccc3c(c2)OCCO3)no1,11,30,1,62*,2,27*,-3,-104,29,-60
CCc1cc2c(=O)c(-c3ccc4c(c3)OCCO4)coc2cc1OS(C)(=O)=O,28,25,-7,-116,-2,-5,-1,-99,56*,5.0
NC(=NCCc1ccccc1)NC(=O)c1cc(Cl)ccc1O,7,0,4,-108,-15,x,x,x,-10,0.4
c1nc2nc3c(c(N4CCOCC4)n2n1)CCCC3,-2,-3,-3,-5,0,-4,0,-12,0,-10.0
COc1ccc(S(=O)(=O)Cc2ccc(C(=O)N3CCN(C(=O)c4ccco4)CC3)o2)cc1,-6,17,-21,-10,5,1,0,-42,14,x
O=C(COc1ccccc1[N+](=O)[O-])Nc1ccccc1N1CCCCC1,3,-1,6,49,15,0,5,1,0,-2.0
O=C(Cn1nc(-c2ccccc2)c2ccccc2c1=O)Nc1cccc(O)c1,16,19,-3,18,4,-3,-3,-48,40,-0.3
COc1ccc(N2CCN(C(=O)c3ccc4c(c3)NC(=O)C(CSCc3c(F)cccc3Cl)N4)CC2)cc1 (stereo unspecified),4,11,-1,21,-2,2,2,12,7,-0.6
Cc1cc(C)nc(NC(=O)Cc2cccs2)n1,-6,19,1,6,5,2,-4,-9,3,0.2
Cc1ccc(S(=O)(=O)N(CC(=O)NCc2ccco2)Cc2ccccc2F)cc1,16,3,1,13,x,0,-14,-12,u,-0.5
Cc1ccc(S(=O)(=O)N2CCOCC2)cc1NC(=O)CSc1nc(N)cc(=O)[nH]1,0,15,2,-9,-5,3,-4,-8,-3,-0.3
CCOC(=O)c1c(C)[nH]c(C)c1C(=O)CSc1nnc(-c2ccncc2)n1C,-3,24,-3,-3,2,4,1,10,-7,-0.5
NC12CC3CC(C1)CC(O)(C3)C2,-8,17,-5,24,0,0,0,-6,1,-0.2
O=C(O)c1ccnc(SCC(=O)c2ccccc2)c1,-9,11,-5,6,7,-5,-3,4,-17,-0.4
COc1ccc(N2C(=O)CSC2c2ccc3c(c2)OCO3)cc1 (stereo unspecified),-8,17,-2,28,2,-2,0,-32,-28,0.0
Cc1cc(C(=O)N2CCOCC2)n(-c2ccccc2)n1,7,6,-25,1,7,-2,-8,-20,16,0.0
COc1ccc(S(=O)(=O)Nc2cccc(S(=O)(=O)N3CCCCCC3)c2)cc1,4,6,28,6,2,-1,-6,-23,9,-0.4
CCCSc1nnc(-c2c[nH]c3ccccc23)n1C,9,30,23,-78,3,-5,2,-56,16,2.3
OC(CNCC(c1ccc(Cl)cc1Cl)c1c[nH]c2ccccc12)c1ccccc1 (stereo unspecified),-31,37,-7,43,-4,10,0,-18,-37,-0.5
COC(=O)c1ccc(NC(=O)COc2ccc(C3C(C#N)=C(N)Oc4c3ccc3ccccc43)cc2OC)cc1 (stereo unspecified),6,8,2,31,0,1,-2,23,-6,0.0
CN(Cc1ccccc1)C(=O)C1CCCN(c2ncnc3c2nc2n3CCCCC2)C1 (stereo unspecified),-7,21,0,14,2,-5,-2,-24,-5,-0.4
N/C(=N\c1nc2c(c(=O)[nH]1)CCCC2)Nc1ccccc1Sc1ccccc1,12,19,9,-5,3,3,1,-10,13,0.5
CCOc1ccc(CCNC(=O)c2nnc(Cc3ccc(F)cc3)o2)cc1OCC,-3,50,-6,20,5,-3,2,1,-9,-0.1
CN1C(=O)Cc2cc(S(=O)(=O)NCCc3ccc(Cl)cc3)ccc21,2,10,0,8,-1,-6,4,-25,5,-0.3
COc1ccc(/C=N/N(Cc2ccccc2)c2ccccc2)cc1O,4,40,-7,-12,12,-3,1,1,26,2.0

# Other structures:
SMILES,HSF1 inh,AI-2 QS mod,Platelet DG rel,aSyn 5UTR inh,HDAC3 inhib,HSP90 refold inh,IEC-6 cytotox,KLF5 inh,HSF-1 act,HIF act
CN(CC(=O)Nc1nc2ccccc2s1)S(=O)(=O)c1ccc(Cl)cc1,-8,1,0,12,3,2,2,-6,-1,-0.1
COc1cc2c(cc1OC)C(C)N(C(=O)C1COc3ccccc3O1)CC2 (stereo unspecified),-4,19,10,13,-7,0,-6,-19,20,0.0
CCC(=O)NC(=S)Nc1cccc(NC(=O)c2ccccc2Cl)c1,-5,24,11,7,6,3,6,-11,-7,-0.6
Cc1nnc(SCC2=C(C(=O)O)N3C(=O)C(NC(=O)c4cccc(F)c4F)C3SC2)s1 (stereo unspecified),24,22,3,-26,3,3,2,-46,63*,1.5
COc1cccc(CNC(=O)CCC2CCCN(C(=O)c3ccoc3)C2)c1 (stereo unspecified),1,36,7,6,7,0,4,-3,16,0.1
CCN(CC)S(=O)(=O)c1cc(C(=O)OCC(=O)NC2CCCc3ccccc32)ccc1C (stereo unspecified),6,10,21,13,9,-1,5,-14,28,0.1
O=C(Nc1c2c(nn1-c1ccc(F)cc1)CS(=O)(=O)C2)c1ccc2c(c1)OCO2,2,8,-3,1,6,2,3,-4,-5,-0.2
CC1=NN(S(=O)(=O)c2ccc(C)cc2)C(=O)c2ccccc2O1,-1,12,5,3,x,7,-2,-22,2,0.3
CC(C)CC1(C(=O)NCc2cc(F)cc(C(F)(F)F)c2)C=CCN1C(=O)c1ccccc1 (stereo unspecified),1,25,-2,-21,8,2,-3,-26,12,-1.0
CCc1cc2c(NC(Cc3c[nH]c4ccccc34)C(=O)O)nc(C)nc2s1 (stereo unspecified),-2,15,8,15,-6,-2,6,14,-5,-0.2
CN(C)S(=O)(=O)c1cccc(NC(=O)C2Cc3ccccc3CN2C(=O)c2ccco2)c1 (stereo unspecified),3,10,16,0,-5,-3,-6,-24,5,0.5
CCCCOP(=O)(c1ccc(N(C)C)cc1)C(O)c1ccc(OC)cc1 (stereo unspecified),-3,-10,-5,15,2,1,-3,-18,-5,0.4
O=C(N/N=C(/CC(=O)c1cccs1)C(F)(F)F)c1ccc(O)cc1,-6,26,-2,-21,3,2,6,-14,-16,0.9
COc1ccc(NC(=O)Nc2nnc(N3CCCCC3C)s2)cc1OC (stereo unspecified),5,14,4,-19,-4,-2,6,-2,23,0.0
CCOC(=O)c1cccc(NC(=O)C2(S(=O)(=O)c3ccc(Cl)cc3)CC2)c1,6,13,-2,-25,0,-4,-1,-5,0,-0.7
CCCNC(=O)CN(Cc1ccco1)S(=O)(=O)c1ccc(OCC)cc1,-23,-1,-9,21,-5,-1,2,1,-40,-0.5
Cc1ccnc(NC(=O)c2ccc(S(=O)(=O)c3ccccc3)cc2)c1,-7,1,10,5,-6,4,-3,-12,-3,0.4
C/C=C(\C)CN1CCN(c2ccccc2F)CC1,-1,16,-2,20,-4,4,4,-3,-10,0.3
O=C(CCCN1C(=O)/C(=C/c2cccs2)SC1=S)Nc1cccc(O)c1,-3,18,7,-27,-5,3,0,8,-8,-0.7
O=C(CSc1nc2[nH]ncc2c(=O)[nH]1)N1CCCCC1,-4,-3,-11,-15,0,0,4,-8,1,-0.2
COc1ccc(-c2csc(NC(=O)C3=COCCO3)n2)c(OC)c1,10,0,-6,-86,2,x,x,x,34,2.3
Cn1c2ccccc2c(=O)c2ccc(C#Cc3ccccn3)cc21,8,29,-1,-137,-16,-3,-7,-25,6,-0.2
COc1ccccc1CCC(=O)OCC(=O)NC1CCCC1,-8,-2,6,3,-3,x,x,x,-12,2.4
CCOc1ccc(N(CC(=O)NCc2ccc3c(c2)OCO3)C(=O)c2csnn2)cc1,3,x,-1,-41,5,1,-17,-33,23,-0.2
COc1ccc(C(=O)N2CCC(n3nccc3NC(=O)C3CC3)CC2)cc1F,-2,15,-3,-17,-1,-3,-2,4,9,-0.6

# Following part.
SMILES,HSF1 inh,AI-2 QS mod,Platelet DG rel,aSyn 5UTR inh,HDAC3 inhib,HSP90 refold inh,IEC-6 cytotox,KLF5 inh,HSF-1 act,HIF act
Nc1ccc2nc(SCc3cccc(F)c3)sc2c1,0,-20,0,-139,10,-6,-7,-188,-2,2.8
CC(C)CNC(=O)COC(=O)C1c2ccccc2Oc2ccccc21,4,24,-3,-14,-2,-4,-4,-37,21,-24
CCc1ccc(C(=O)NNc2ccc(F)cc2F)cc1,-9,5,2,-40,-1,3,3,7,-3,0.5
CN(C)CCNC(=O)c1cccc(S(=O)(=O)Nc2ccc(F)cc2)c1,-3,17,-4,3,0,5,5,11,-9,0.0
CCCS(=O)(=O)N1CCC(C(=O)NCCCN2CCCC2=O)CC1,x,x,x,x,-2,-1,-4,-2,x,x
CCOC(=O)c1cc(C#N)c(SCc2ccc(C#N)cc2)nc1C,29,19,-2,0,-1,0,-8,-4,u,-1.1
O=C(NCCc1ccco1)C(=O)NCC1OCCCN1S(=O)(=O)c1ccc(Cl)cc1 (stereo unspecified),-5,14,-11,6,4,3,-1,0,-1,0.1
Cc1cc(C)n(-c2ccc(C(=O)NC3CCCCC3)cc2)n1,-3,-17,0,-29,7,-2,0,-48,2,0.7
COc1ccc(C2C(C#N)=C(N)N(c3sc4c(c3C#N)CCCC4)C3=C2C(=O)CC(C)(C)C3)cc1OC (stereo unspecified),6,25,1,11,16,0,-2,-55,32,-0.5
CC1CCN(S(=O)(=O)c2ccc(C(=O)OC(C)C(=O)NC3CCCCC3C)cc2)CC1 (stereo unspecified),-1,2,-1,10,-4,-1,-5,-3,4,-0.4
CN1CCN(C(=O)CC23CC4CC(CC(C4)C2)C3)CC1,4,24,-3,11,-3,0,0,-4,5,-4.3
CCOC(=O)c1[nH]c2ccccc2c1NC(=O)NC1CCCCC1,5,8,2,-7,-5,1,3,-1,2,-0.5
Cc1nccn1S(=O)(=O)c1cc([N+](=O)[O-])ccc1Cl,-12,6,-8,-7,-6,-4,-9,17,-11,-0.1
Cc1ccc(N2C(=O)C(F)(F)C2c2ccccc2)cc1 (stereo unspecified),3,20,10,0,-1,1,6,-15,16,-1.3
O=C(O)c1ccc(N/N=C/c2ccc3nccnc3c2)cc1,-81*,16,56*,94*,10,92*,3,98*,-85,-1.8
Cc1occc1C(=O)NCc1nc(-c2ccccc2)no1,1,-35,-14,27,0,0,4,8,3,0.1
CC(C)c1ccc(C2C3=C(CC(C)(C)CC3=O)NC3=C2C(=O)c2ccccc23)cc1 (stereo unspecified),11,19,-1,0,-5,0,-6,-3,33,-0.1
O=C(CNC(=O)c1cccc(OC(F)F)c1)OCn1nnc2ccccc2c1=O,-16,14,-1,9,11,-1,-6,-28,-31,-1.2
